D2 antagonist: D2 dopamine receptor (human) antagonism. inhibition, % at 10 µM. P14416. HEK293 TREx D2 cells, calcium flux, dopamine EC80. hit rate 2% among 340,000; in the data active means inhibition above about 30%; further: 0% is about no effect
Target sequence (P14416 whole entry, looked up): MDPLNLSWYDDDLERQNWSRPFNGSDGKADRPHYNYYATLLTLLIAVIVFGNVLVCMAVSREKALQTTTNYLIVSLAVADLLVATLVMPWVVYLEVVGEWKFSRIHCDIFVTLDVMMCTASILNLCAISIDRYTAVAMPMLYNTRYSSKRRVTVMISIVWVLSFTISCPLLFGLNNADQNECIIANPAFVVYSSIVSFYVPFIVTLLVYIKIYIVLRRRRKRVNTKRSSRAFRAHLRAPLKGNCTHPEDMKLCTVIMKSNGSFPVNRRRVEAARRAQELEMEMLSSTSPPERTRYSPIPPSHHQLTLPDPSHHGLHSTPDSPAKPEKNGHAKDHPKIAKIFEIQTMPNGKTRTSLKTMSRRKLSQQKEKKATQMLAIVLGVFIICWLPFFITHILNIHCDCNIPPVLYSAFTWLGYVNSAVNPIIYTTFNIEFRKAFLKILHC
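Calcium mobilization kinetics were recorded at 1 s intervals in tetracycline-induced HEK293 T-REx D2 cells, first for 180 s after compound addition and then 180 s after EC80 dopamine.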
D1 ag: activates the human D1 dopamine receptor. P21728. HEK293 T-REx D1 cells, calcium flux, agonist mode. activation, % at 2 µM. hit rate 1% among 360,000. AID 504660; further: 0% is about no effect
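Inducible HEK293 T-REx D1 cells, force-coupled to calcium signalling, were plated at 4000 cells/well with tetracycline and held overnight at 30 C. After no-wash calcium dye loading, compound-evoked calcium rise over 180 s flagged agonists.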
D1 potentiator: enhances dopamine response at the human D1 receptor | P21728 | HEK293 TREx D1 cells, calcium flux, dopamine EC20 potentiation | potentiation, % at 10 µM | hit rate 0.036% among 360,000; in the data active means potentiation above about 30%; further: 0% is about no effect
D2 PAM: D2 dopamine receptor (human) potentiation. P14416. HEK293 T-REx D2, calcium flux, EC20 dopamine potentiation. potentiation, % at 10 µM. hit rate 0.34% among 340,000. AID 485347;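 active means potentiation over 3 SD above the plate norm, cut at about 30% in these data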; further: 0% is about no effect
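Cells plated with tetracycline inducer and held overnight at 30 C; calcium dye loaded 30–90 min at room temperature; baseline taken, compound added and read 180 s; EC20 dopamine then added and read 180 s.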
RXFP1 antagonist: blocks the human relaxin receptor RXFP1 | activity change, negative = inhibition, % at 57.5 µM | HEK293-RXFP1, relaxin-stimulated cAMP HTRF, 30 min; hits give low values | hit rate 0.59% among 350,000 | Q9HBX9;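 active means activity change of -60% or lower, but not beyond a set lower limit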; further: on the % scale 0 is the no-effect control and ±100 the full control effect
TRHR PAM: allosterically enhances the human TRH receptor | P34981 | TRHR cells, fluo-8 calcium fluorescence, EC20 TRH enhancement | enhancement, % at 2 µM | hit rate 0.66% among 360,000 | AID 493056; in the data active means enhancement above about 30%; further: 0% is about no effect
Target sequence (P34981 whole entry, looked up): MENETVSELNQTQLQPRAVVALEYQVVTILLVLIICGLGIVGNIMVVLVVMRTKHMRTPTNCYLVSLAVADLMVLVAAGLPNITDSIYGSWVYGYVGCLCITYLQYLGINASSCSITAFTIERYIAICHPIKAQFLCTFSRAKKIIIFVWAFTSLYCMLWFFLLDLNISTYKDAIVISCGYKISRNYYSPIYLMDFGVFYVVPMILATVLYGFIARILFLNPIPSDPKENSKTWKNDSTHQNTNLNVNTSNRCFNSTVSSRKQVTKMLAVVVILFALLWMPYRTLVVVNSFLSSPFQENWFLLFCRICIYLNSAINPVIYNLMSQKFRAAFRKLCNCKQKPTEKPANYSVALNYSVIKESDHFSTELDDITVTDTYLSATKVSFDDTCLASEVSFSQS
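Enhancer read-out: after compound pinning and an initial kinetic agonist-mode read, an EC20 of TRH (10 nM final) was injected and fluo-8 calcium signal (Ex 480/Em 530) followed at 1 s/cycle for 100 cycles in TRHR-expressing cells.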
TRHR ag: activates the human TRH receptor; TRHR cells, calcium flux fluo-8, FDSS agonist mode; activation, % at 2 µM; hit rate 0.18% among 360,000; AID 493084; further: 0% is about no effect
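In this calcium-flux screen, cells bearing human TRHR are dye-loaded with fluo-8, baselined for 10 cycles, then exposed to library compounds; positive kinetic calcium responses during the agonist phase mark hits, with TRH as control.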
D2 ag: agonists of human D2 dopamine receptor; activation, % at 2 µM; hit rate 0.53% among 340,000; P14416; HEK293 T-REx D2 cells, calcium flux agonist mode;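 active means activation over 3 SD above normal in the single-dose calcium agonist read, cut at about 30% in these data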; further: 0% is about no effect
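Agonism is scored from calcium flux in a force-coupled, inducible HEK293 cell line expressing D2, read kinetically for 180 s after compound addition against dopamine controls.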
D1 antagonist: human D1 dopamine receptor antagonism; activity change, negative = inhibition, % at 10 µM; P21728; HEK293 TREx D1 cells, calcium flux, dopamine EC80; hits give low values; hit rate 3.2% among 360,000; in the data active means activity change below about -30%; further: on the % scale 0 is the no-effect control and ±100 the full control effect
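Using tetracycline-induced force-coupled D1 Hek293 cells and a calcium dye, signals were followed for 180 s after compound, then for 180 s after EC80 dopamine, to detect inhibitors.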
* = called active by the depositor; / = not tested or not shown; & = joins results of further samples. Unless noted, no stated cut-off is given here; in the data, active means activation above about 30%; inactive means the rest.

Under each structure – D2 antagonist | D1 ag | D1 potentiator | D2 PAM | RXFP1 antagonist | TRHR PAM | TRHR ag | D2 ag | D1 antagonist
- CCOC(=O)C1(CCCc2ccccc2)CCN(C(=O)CCC2=NNC(=O)CC2)CC1
    6 | 8 | -8 | 11 | -5 | -1 | -0.6 | -2.0 | -16
- O=C(/C=C/c1cn(-c2ccccc2)nc1-c1ccccc1)Nc1ccc(C(=O)O)cc1
    -4 | 0 | 0 | 13 | -14 | -3 | -0.1 | -0.6 | 13
- CC1CC(C)CN(C(=O)C(Cc2ccccc2)n2cccc2)C1 (centres undefined)
    -5 | 3 | 6 | -6 | -12 | -1 | -0.4 | -0.6 | 0
- Cc1ccc(-c2cccc(C3CC=CC4C3C(=O)N(Cc3ccccc3)C4c3ccc4ccccc4c3)c2)cc1 (centres undefined)
    10 | 3 | 0 | -3 | / | -2 | 0.0 | -0.1 | 23
- Cc1ccc(-n2[nH]c(C)c(C=Nc3ccc(S(=O)(=O)Nc4nccs4)cc3)c2=O)cc1
    -3 | 3 | 2 | 12 | / | 5 | -0.4 | -0.5 | -2
- CC(C)c1ccc(CN2CC(C(=O)Nc3ccccc3)CC2=O)cc1 (centres undefined)
    -10 | 3 | -1 | 4 | -10 | 3 | -0.2 | 1.7 | -6
- Cc1cc(=O)[nH]c(N/N=C/c2ccc(Cl)c([N+](=O)[O-])c2)n1
    / | -1 | -5 | -5 | -6 | 3 | 0.2 | / | 7
- Cc1ccccc1NC(=S)NNC(=O)c1ccoc1C
    -2 | 4 | -8 | -2 | 9 | 7 | 0.1 | -0.3 | -5
- CCCN1C(=O)c2cc(C(=O)Nc3ccc(OC)cc3OC)ccc2C1Nc1ccc(OC)cc1OC (centres undefined)
    -9 | 2 | -3 | 14 | 3 | 2 | -1.5 | -1.3 | -28
- Cc1cc(C)n2nc(C(=O)Nc3ccc4c(c3)OCCO4)nc2n1
    -16 | 1 | -3 | 5 | 16 | 2 | 0.1 | -0.1 | 1
- COc1ccccc1N1CCN(c2ncnc3c2cnn3-c2cccc(Cl)c2)CC1
    / | -1 | 0 | 2 | -2 | 5 | 0.1 | 0.2 | -4
- COc1ccc(/C(C)=N/NC(=O)CNC(=O)CCc2ccccc2)c(OC)c1
    -8 | 2 | 1 | -4 | 13 | 1 | -0.5 | -0.7 | 3
- CC(C)c1ccc(NC(=O)Cn2nnc(C(=O)NCc3ccc4c(c3)OCO4)c2N)cc1
    -3 | 5&3 | -2&2 | -11&3 | -21&6 | 26&-7 | 1.2&0.3 | 6.7&0.8 | 8&7
- CN1/C(=C/C2CC(=O)N(c3cccc4ccccc34)C2=O)C(C)(C)c2ccccc21 (centres undefined)
    -7 | 1 | -4 | -3 | 0 | -2 | 0.8 | 0.9 | -14
- Cc1c(CN2CCc3c([nH]c4ccccc34)C2C2CCCCC2)cnn1C (centres undefined)
    -5 | 0 | 6 | 4 | -12 | 16 | -0.5 | 1.0 | -2
- CCCCNC(=O)CN(c1ccc(Cl)c(Cl)c1)S(C)(=O)=O
    3 | 0 | -3 | 1 | -10 | -6 | -0.6 | -2.3 | -25
- COc1ccc(C(=O)NCc2c(C)nn(Cc3ccccc3)c2C)cc1S(=O)(=O)N1CCOCC1
    -29 | 1 | -5 | -9 | 8 | 0 | -0.5 | -0.1 | -11
- CN=C1SC(CC(=O)Nc2ccc(F)cc2F)C(=O)N1/N=C/c1ccc(OC(F)F)c(OC)c1 (centres undefined)
    9 | 1 | -2 | 19 | -17 | 2 | 1.5 | 0.5 | 0
- CCc1ccc(OCCn2cccn2)cc1
    4 | 2 | -1 | 3 | -8 | -8 | -1.9 | 0.0 | -12
- OCCNCCSc1nc(C2CCCCC2)n(-c2ccccc2Cl)n1
    -11 | 3 | -3 | -13 | 5 | 3 | 0.4 | 0.2 | 12
- COc1cccc(C(=O)NNC(=O)C(=O)Nc2ccc(C)cc2)c1
    / | 2 | -3 | 30 | 1 | 8 | 0.6 | / | 4
- CCn1cc(C(=O)N2CCN(c3ccccc3)CC2)c(=O)c2cc(S(=O)(=O)N3CCOCC3)ccc21
    -4 | 2&3 | 4&0 | 7&-21 | -37 | 0&-12 | 0.0&1.8 | 0.6&-0.2 | -2&2
- O=S(=O)(NC1CCCC1)c1ccc(S(=O)(=O)N(Cc2cccs2)CC2CCCO2)cc1 (centres undefined)
    6 | 17 | -3 | 1 | 8 | -6 | 1.7 | 1.2 | -4
- Cc1noc(C)c1C(=O)Nc1ccccc1N1CCOCC1
    / | 7 | / | / | 0 | -5 | 0.6 | / | 5
- O=[N+]([O-])c1cc(/C=N/O)ccc1N1CCCC1
    0 | 2 | 0 | 4 | -12 | -1 | -1.4 | 0.3 | 12
- CCN1C(Nc2ccccc2)=NC[C@@H]1Cc1ccccc1
    / | 2 | -4 | -12 | / | -3 | 2.1 | / | -11
- Cc1ccc2c(c1)nnn2C1CCN(S(C)(=O)=O)CC1
    -9 | 1 | 1 | 5 | 2 | 6 | -2.2 | 0.2 | 2
- CCOC(=O)c1ccc(NC(=O)CC2Sc3ncnn3C2=O)cc1 (centres undefined)
    10 | 3 | -6 | 7 | -6 | -6 | -0.1 | -0.6 | -1
- COCCCNC(=O)CN1C(=O)COc2ccc(S(=O)(=O)N3CCCC3)cc21
    / | 0 | -3 | -3 | / | 6 | 0.1 | -0.5 | -6
- CCS(=O)(=O)N1CCN(c2ccc([N+](=O)[O-])c(NC(C)c3ccccc3)c2)CC1 (centres undefined)
    2 | -2 | -1 | -1 | 1 | 1 | -0.3 | 0.6 | 2

Only D1 antagonist, for 2 of the compounds above:
SMILES	D1 antagonist
CN=C1SC(CC(=O)Nc2ccc(F)cc2F)C(=O)N1/N=C/c1ccc(OC(F)F)c(OC)c1 (centres undefined)	0
CCc1ccc(OCCn2cccn2)cc1	-12

Going on with the list:
Under each structure – D2 antagonist | D1 ag | D1 potentiator | D2 PAM | RXFP1 antagonist | TRHR PAM | TRHR ag | D2 ag | D1 antagonist
- O=C(COC(=O)C1CCC(=O)N1)Nc1cc(Cl)ccc1Cl (centres undefined)
    -12 | 3 | 2 | 17 | -5 | 8 | -0.7 | -0.5 | -80*
- CN(C(=O)c1cc([N+](=O)[O-])ccc1N1CCCC1)C1CCCCC1
    10 | 3 | -6 | 13 | 6 | 4 | 1.1 | -2.5 | 6
- CCCN(C(=O)Cn1ncc2c(=O)oc3ccccc3c21)c1cccc(C)c1
    2 | 1&1 | 10&-3 | -2&27 | -3 | 1&-5 | -1.0&-0.4 | 0.5&0.2 | 14&11
- CCc1nnc(SCc2cc(C)ccc2C)c2cc3sc(C)cc3n12
    / | 1 | 3 | 1 | -1 | -1 | -0.4 | 0.4 | -8
- COc1ccccc1CCNC(=O)/C(=C/c1cccnc1)NC(=O)c1ccccc1
    14 | 4 | 1 | -5 | 6 | 0 | 1.3 | 0.1 | 6
- Cc1csc(SCC(=O)Nc2cccc(S(=O)(=O)N3CCCC3)c2)n1
    / | 4 | -3 | / | 0 | 0 | -0.6 | / | /
- COc1ccc(CCNC(=O)C2CCC(=O)N2Cc2ccccc2Cl)cc1OC (centres undefined)
    -2 | 1 | -11 | -1 | 2 | 2 | -1.1 | -0.3 | 7
- Cc1ccc(S(=O)(=O)NN2C(=O)c3ccccc3NC2c2ccccn2)cc1 (centres undefined)
    9 | 0 | 6 | 23 | -15 | 5 | 4.2 | -0.4 | -4
- CCCCNc1c(N2CCN(C(=O)OCC)CC2)c(=O)c1=O
    -14 | -2 | -2 | 5 | / | -2 | -0.1 | 0.0 | -9
- O=C(CN1CCN(c2ccccc2)CC1)Nc1ccc(-n2cnnn2)cc1
    51* | 5 | -2 | -22 | -14 | -3 | 1.3 | 69* | -7
- CN(CCc1ccccn1)C(=O)Nc1cccc(Cl)c1
    6 | 2 | -2 | 4 | 2 | 2 | 0.2 | 1.1 | 7
- O=C(NCc1ccc(F)cc1)c1c(O)c2cccc3c2n(c1=O)CCC3
    -20 | 1 | -4 | -2 | -4 | -1 | 0.0 | -0.4 | 2
- CCCC(C(=O)NC1CCCC1)N(Cc1ccccc1Cl)C(=O)c1snc(C(N)=O)c1N (centres undefined)
    -5 | 4 | -10 | / | -24 | -8 | -0.6 | 1.8 | 37
- Cc1ccc(OCCN2CCCCCC2)c(C)c1
    -7 | 2 | -8 | -14 | -14 | 3 | -0.3 | 0.1 | -7
- O=C1CCSc2cccc3cccc(c23)N1
    6 | 1 | 2 | -5 | -7 | 6 | -0.2 | -0.1 | 0
- COc1ccc(S(=O)(=O)N(CC(=O)N2CCN(C)CC2)c2ccccc2)cc1OC
    1 | 0 | -1 | 1 | 1 | -8 | 1.0 | 1.7 | -8
- Cc1ccccc1CN1C(=O)/C(=C\c2ccc(C(=O)NCCN3CCOCC3)cc2)Sc2ccccc21
    2 | 12 | -6 | -5 | 5 | -4 | -0.1 | -0.1 | 22
- CCC(=O)Oc1ccc2c(C)cc(=O)oc2c1C
    9 | 0 | 2 | 11 | -3 | 17 | 0.2 | 0.2 | 11
- COc1ccccc1S(=O)(=O)Cc1ccc(C(=O)NCc2ccccc2)o1
    -2 | 0 | -4 | -13 | 13 | 2 | 0.2 | 1.8 | 14
- O=C(O)C1=C[C@H](c2ccccc2)C[C@H](OCc2ccc(CO)cc2)O1
    -1 | -5 | -4 | 1 | / | -3 | 0.0 | 0.4 | -5
- Cc1nn2c(C)c(C(=O)N3CCN(c4ccc(Cl)cc4)CC3)cnc2c1-c1ccc(F)cc1
    / | 0 | -5 | -14 | -9 | 3 | 0.3 | 0.4 | -11

Four entries from above, field by field.
SMILES: CCc1ccc(OCCn2cccn2)cc1
  D2 antagonist: 4 | D1 ag: 2 | D1 potentiator: -1 | D2 PAM: 3 | RXFP1 antagonist: -8 | TRHR PAM: -8 | TRHR ag: -1.9 | D2 ag: 0.0 | D1 antagonist: -12
SMILES: OCCNCCSc1nc(C2CCCCC2)n(-c2ccccc2Cl)n1
  D2 antagonist: -11 | D1 ag: 3 | D1 potentiator: -3 | D2 PAM: -13 | RXFP1 antagonist: 5 | TRHR PAM: 3 | TRHR ag: 0.4 | D2 ag: 0.2 | D1 antagonist: 12
SMILES: COc1cccc(C(=O)NNC(=O)C(=O)Nc2ccc(C)cc2)c1
  D2 antagonist: / | D1 ag: 2 | D1 potentiator: -3 | D2 PAM: 30 | RXFP1 antagonist: 1 | TRHR PAM: 8 | TRHR ag: 0.6 | D2 ag: / | D1 antagonist: 4
SMILES: CCn1cc(C(=O)N2CCN(c3ccccc3)CC2)c(=O)c2cc(S(=O)(=O)N3CCOCC3)ccc21
  D2 antagonist: -4 | D1 ag: 2&3 | D1 potentiator: 4&0 | D2 PAM: 7&-21 | RXFP1 antagonist: -37 | TRHR PAM: 0&-12 | TRHR ag: 0.0&1.8 | D2 ag: 0.6&-0.2 | D1 antagonist: -2&2
